High-throughput results: PubChem BioAssay, Johns Hopkins Ion Channel Center
RGS4 pot: RGS4 potentiation or activation; HEK293 M3R/inducible RGS4, carbachol calcium flux Fluo4; hits give low values; B-score at 10 µM; 0.92% of 310,000 active; AID 463111;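 active = B-score of the integrated calcium signal more than 4 SD below the library mean, with starting fluorescence not abnormally high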;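 also: negative B-score means reduced calcium response which marks RGS4 activation or potentiation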
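System: HEK293 FlpIn-TREx cells, stable M3R, doxycycline-inducible RGS4. Timing: overnight RGS4 induction, 30 min dye load 37 °C, 20 min compound RT. Also added: carbachol, ECmax concentration. Measured by: Fluo4 fluorescence kinetic imaging of calcium. Evaluation: integrated calcium ratio converted to B score.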
TMEM16A act: activators or potentiators of mouse TMEM16A chloride channel; HEK293 TMEM16A/YFP-H148Q/I152L, iodide quench fluorescence; hits give low values; B-score at 10 µM; 0.3% of 340,000 active; AID 623877;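 active = fluorescence-ratio B-score plate-corrected deviation score at least 3 library SD below zero, with starting fluorescence score within 5 deviations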;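 also: channel opened by trigger with iodide after compound preincubation; score built on the fluorescence ratio of max minus min over baseline; more negative score means more quench and so TMEM16A activation or potentiation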
KCNQ1 block: inhibitors of human KCNQ1 potassium channel; P51787; CHO-K1 KCNQ1, FluxOR thallium flux fluorescence; hits give high values; B-score at 10 µM; 1.3% of 310,000 active; AID 2642;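 active = compounds whose thallium flux B-score, printed positive for inhibition, exceeds three library SD while starting fluorescence stays within three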;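 also: channel opened by potassium depolarization with thallium stimulus after 20 min compound exposure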
MrgX1 agonist: human MrgX1 receptor agonism, primary screen | 0.44% of 310,000 active | B-score at 10 µM | MrgX1-HEK293 cells, Fluo-4 calcium fluorescence, agonist mode; hits give high values | Q96LB2;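 active = calcium response B-score plate-corrected fluorescence ratio at least 3 library SD, with starting fluorescence B-score inside 5 SD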
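Assay system: stable human MrgX1 HEK293 cell line. Quantity: 15,000 cells per well. Schedule: cells plated overnight, dye loaded 0.5 h 37 °C, 0.5 h room temperature. Detection: Fluo-4 NW calcium-flux fluorescence, kinetic read. Read-out basis: peak-minus-minimum fluorescence over baseline, converted to B scores. Control set: positive and negative control wells on each plate.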
TMEM16A inh: mouse TMEM16A channel inhibition, primary screen; normalized B-score (activity score, 25-100; higher = stronger inhibition) at 10 µM; 1.2% of 310,000 active; HEK293 TMEM16A/YFP iodide influx fluorescence, ionomycin;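 active = ratio plate-corrected score three or more library SD toward inhibition, starting fluorescence score within five deviations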;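 also: score derived from kinetic fluorescence span divided by baseline fluorescence per well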
KCNK9 block: human KCNK9 channel inhibition | Q9NPC2 | HEK293 KCNK9, FluxOR thallium flux fluorescence; hits give low values | B-score at 10 µM | 1.2% of 310,000 active | AID 488922;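 active = ratio B-score over 3 SD below the library mean, with starting fluorescence within 5 SD of its mean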;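 also: negative B-score means less thallium flux so channel inhibition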
KCNK3 inh: human KCNK3 channel inhibition, primary screen | 0.84% of 340,000 active | B-score at 10 µM | CHO-KCNK3 thallium flux, FluxOR fluorescence; hits give low values | AID 602410;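 active = B-score under library mean minus 4 SD, starting fluorescence ratio at most library mean plus 5 SD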;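 also: more negative B-score means stronger inhibition of thallium flux through KCNK3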
MrgX1 allo act: human MrgX1 positive allosteric modulation, primary screen; Q96LB2; MrgX1-HEK293, Fluo-4 calcium flux, FDSS; hits give high values; B-score at 10 µM; 0.63% of 310,000 active; AID 588675;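 active = plate-corrected calcium response at least 3 library SD above typical, normal starting fluorescence, not activating the receptor alone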;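 also: compound read alongside a low EC10 to EC30 dose of BAM8-22 agonist; peak minus trough fluorescence over baseline measured at the second addition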
KCNQ1 pot: potentiators or activators of human KCNQ1 potassium channel. CHO-K1 KCNQ1, thallium flux FluxOR fluorescence; hits give high values. 0.35% of 310,000 active. P51787. B-score at 10 µM;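 active = fluorescence ratio B-score, a plate-corrected score, at least three library SD, with initial intensity B-score within 5 SD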
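assay system = CHO-K1 cells stably expressing KCNQ1 | medium = assay buffer, equal DMSO in all wells | timing = 37 °C overnight plating, 90-min dark dye load, 20-min compound pretreatment | measured by = kinetic FluxOR thallium fluorescence, 10-s 1-Hz baseline, 110-s post-stimulus read | measure = fluorescence change relative to baseline, converted to B score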
hERG protect: compounds protecting human hERG from proarrhythmic drug block | Q12809 | 0.51% of 310,000 active | CHO-hERG, FluxOR thallium flux, dofetilide IC70 present | AID 1511 | activation (rescue from dofetilide block), less the hit threshold, % at 10 µM;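 active = activation above the mean of controls blocked by dofetilide plus 5 SD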;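 also: thallium influx through hERG after potassium depolarization seen as dye fluorescence rise; in these data hits start at about 4.7%; inactives centre near -7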
Target sequence (Q12809 whole entry, looked up): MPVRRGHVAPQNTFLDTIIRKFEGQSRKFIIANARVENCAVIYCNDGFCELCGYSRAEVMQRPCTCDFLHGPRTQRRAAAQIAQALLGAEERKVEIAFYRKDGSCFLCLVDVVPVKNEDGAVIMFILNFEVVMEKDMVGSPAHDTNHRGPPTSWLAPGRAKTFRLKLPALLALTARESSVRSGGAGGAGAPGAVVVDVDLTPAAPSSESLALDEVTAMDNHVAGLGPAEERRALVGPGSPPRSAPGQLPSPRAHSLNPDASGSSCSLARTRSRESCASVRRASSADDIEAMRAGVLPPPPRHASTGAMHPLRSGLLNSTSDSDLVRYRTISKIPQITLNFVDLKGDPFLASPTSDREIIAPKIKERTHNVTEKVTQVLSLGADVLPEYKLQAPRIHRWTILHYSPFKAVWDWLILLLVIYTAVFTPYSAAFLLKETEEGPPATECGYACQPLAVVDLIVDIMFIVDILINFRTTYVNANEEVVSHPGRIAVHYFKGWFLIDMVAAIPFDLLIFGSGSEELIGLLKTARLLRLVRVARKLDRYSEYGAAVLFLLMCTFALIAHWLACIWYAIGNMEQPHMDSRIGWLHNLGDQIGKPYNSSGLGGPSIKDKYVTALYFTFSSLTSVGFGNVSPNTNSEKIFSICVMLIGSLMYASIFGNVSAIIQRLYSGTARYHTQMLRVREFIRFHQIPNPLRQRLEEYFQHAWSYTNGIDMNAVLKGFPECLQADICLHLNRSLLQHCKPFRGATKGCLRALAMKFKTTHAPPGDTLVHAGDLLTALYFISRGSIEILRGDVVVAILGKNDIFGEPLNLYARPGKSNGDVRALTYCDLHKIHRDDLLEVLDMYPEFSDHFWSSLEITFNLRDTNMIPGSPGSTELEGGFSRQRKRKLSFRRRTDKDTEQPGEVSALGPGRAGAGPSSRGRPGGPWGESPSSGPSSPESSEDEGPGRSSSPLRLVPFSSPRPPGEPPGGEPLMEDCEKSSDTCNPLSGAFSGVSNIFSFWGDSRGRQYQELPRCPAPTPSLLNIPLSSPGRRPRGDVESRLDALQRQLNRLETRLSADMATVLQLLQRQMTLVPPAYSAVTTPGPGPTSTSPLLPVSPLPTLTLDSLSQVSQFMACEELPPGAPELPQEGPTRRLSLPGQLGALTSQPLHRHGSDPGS
RGS4 block: human RGS4 inhibition; P49798; HEK293 M3R/RGS4 inducible, Fluo-4 calcium flux; hits give high values; triggered by carbachol at its EC20; B-score at 10 µM; 0.45% of 310,000 active;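 active = B-score, a plate-corrected calcium signal, over three deviations above library mean, with baseline fluorescence within five deviations of library mean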;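 also: RGS4 expression induced by doxycycline in cells with stable M3 receptor; B-score is computed from the integrated fluorescence ratio over baseline after carbachol; higher B-score means a larger calcium signal and so more RGS4 inhibition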
* = called active by the depositor; i = inactive; · = no result given.

Each structure is followed by: RGS4 pot	TMEM16A act	KCNQ1 block	MrgX1 agonist	TMEM16A inh	KCNK9 block	KCNK3 inh	MrgX1 allo act	KCNQ1 pot	hERG protect	RGS4 block
O=C(CCCCCN1C(=O)c2ccccc2C1=O)NCc1ccco1
 : i	i	i	i	i	i	i	i	i	-3.9	i
CCCCOc1ccc(N2C(=O)CC(N(CCc3ccccc3)C(=O)/C=C/C(=O)O)C2=O)cc1 (stereo not drawn)
 : i	i	i	i	i	i	i	i	i	2.2	i
COc1ccc(N(CC(=O)N2CC=C(c3ccccc3)CC2)S(=O)(=O)c2c(C)noc2C)cc1
 : ·	i	·	i	i	·	i	i	·	·	·
CN(Cc1cc(=O)n2ccsc2n1)C1CCCCC1
 : i	i	i	i	i	i	i	i	i	-17.6	i
CCOc1ccc(CCNC(=O)/C=C/c2ccco2)cc1OCC
 : i	i	i	i	i	i	i	i	i	-10.6	i
COc1ccc(C(=O)c2c(C(F)(F)F)oc3c2C(=O)c2ccccc2C3=O)cc1
 : i	i	i	i	i	i	i	i	i	-5.5	i
COc1cc(/C=C2/C(=O)NN(c3cccc(F)c3)C2=O)ccc1OC(=O)c1ccco1
 : i	i	i	i	i	i	i	i	i	-10.2	i
COc1cc(C2C3=C(CC(C)(C)CC3=O)Nc3c2c(=O)[nH]c(=O)n3Cc2ccccc2)ccc1O (stereo not drawn)
 : i	i	i	i	i	i	i	i	i	-12.9	i
COc1ccc(NS(=O)(=O)c2c(C(=O)N3CCCCCC3)c(C)n(C)c2C)cc1OC
 : i	i	i	i	i	i	i	i	i	-3.0	i
CC(O)c1nc2ccccc2n1CCCCOc1ccccc1 (stereo not drawn)
 : i	i	i	i	i	i	i	i	i	-5.8	i
COC(=O)c1ccc(C(=O)N(C)C2CCCN(Cc3ccccc3F)C2)nc1 (stereo not drawn)
 : i	i	i	i	i	i	i	i	i	-0.1	i
Cc1ccc(-c2nc(CNC(=O)c3cc(C)on3)cs2)cc1
 : i	i	i	i	i	i	i	i	i	-6.1	i
CC1=CC(C)C2(CO)COC(c3cccnc3)C1C2C (stereo not drawn)
 : i	i	i	i	i	i	i	i	i	-6.6	i
CCN1CCCC1CNC(=O)Cn1cccc1C(=O)c1ccccc1 (stereo not drawn)
 : i	i	i	i	i	i	i	i	i	-10.8	i
Cc1cccc(-c2c3c(=O)n(C)c(=O)n(C)c3c3cccnn23)c1
 : i	i	i	i	i	i	i	i	i	-9.2	i
S=C(NCC1CCCO1)N1CCN(c2cccc(Cl)c2)CC1 (stereo not drawn)
 : i	i	i	i	i	i	i	i	i	-12.8	i
CSCCC(=O)N1CCC(n2nccc2NC(=O)c2ccc3c(c2)OCO3)CC1
 : i	i	i	i	i	i	i	i	i	-12.0	i
O=C(Nc1ccc([N+](=O)[O-])cc1)C1(c2ccccc2)CCOCC1
 : i	i	i	i	i	i	i	i	i	-8.5	i
OC(CCCN1CCC(O)(c2ccc(Cl)cc2)CC1)c1ccc(F)cc1 (stereo not drawn)
 : i	i	i	i	i	i	i	i	i	-6.3	i
CCS(=O)(=O)N1CCN(CC2CC3C=CC2C3)CC1 (stereo not drawn)
 : i	i	i	i	i	i	i	i	i	-4.6	i
Cc1ccc(SCC2(O)CCN(C(=O)c3ccc(Cl)cc3)CC2)cc1
 : i	i	i	i	25*	i	i	i	i	-12.0	i
CC(/C=N/NC(=O)Cc1cc(=O)[nH][nH]1)=C\c1ccccc1
 : i	i	i	i	i	i	i	i	i	-10.7	i
CC(=O)c1c(C)[nH]c(C(=O)OCc2nc3ccsc3c(=O)[nH]2)c1C
 : i	i	i	i	i	i	i	i	i	-8.5	i
CCOc1ccc(C2C(C(=O)c3cccs3)=C(O)C(=O)N2Cc2cccnc2)cc1OC (stereo not drawn)
 : i	i	i	i	i	i	i	i	i	0.6	i
Cc1cccc(Nc2nc(-c3ccncc3)cs2)c1
 : i	i	i	i	i	i	i	i	i	-8.6	i
COc1ccc(-n2nc([N+](=O)[O-])c(=NCc3ccc4c(c3)OCO4)n2O)cc1
 : i	i	i	i	i	i	i	i	i	-3.0	i
COc1ccc(S(=O)(=O)N2c3ccc(F)cc3CCC2C)cc1 (stereo not drawn)
 : i	i	i	i	i	i	i	i	i	-9.6	i
CCOC(=O)CS(=O)(=O)c1nc(-c2ccccc2)cc(C(F)(F)F)n1
 : i	i	i	i	i	i	i	i	i	-15.4	i
COc1cccc(NC(=S)N(CCN(C)C)C(C)c2cccnc2)c1 (stereo not drawn)
 : i	i	i	i	i	i	i	i	i	-6.6	i
CC(=O)N1CCCN(C(=O)c2ccc3nc(Cc4ccccc4F)oc3c2)CC1
 : i	i	i	i	i	i	i	i	i	-5.8	i
COc1cc(-c2noc(CCCC(=O)NCc3ccccc3)n2)cc(OC)c1OC
 : i	i	i	i	i	i	i	i	i	-7.1	i
O=c1[nH]c(=O)n(CCOc2ccc(Cl)cc2)cc1Br
 : i	i	i	i	i	i	i	i	i	-7.7	i
O=C1/C(=C/Nc2cccc([N+](=O)[O-])c2)CCc2ccccc21
 : i	i	i	i	i	i	i	i	i	-5.9	i
Cc1cc(C)cc(NC(=O)CN2CCc3cc4c(cc3C2C)OCCCO4)c1 (stereo not drawn)
 : i	i	i	i	i	i	i	i	i	-8.3	i
Fc1ccc(NC(=S)Nc2cccc3ccccc23)cc1
 : i	i	i	i	i	i	i	i	i	-10.1	i
Cc1cccc(N(C(=O)CNC(=O)c2ccco2)C(C(=O)NC2CCCC2)c2ccncc2)c1C (stereo not drawn)
 : i	i	i	i	i	i	i	i	i	-12.4	i
CSc1nsc(SCC(=O)Nc2ccc(C(N)=O)cc2)n1
 : i	i	i	i	i	i	i	i	i	-3.5	i
CCOc1ccc2c(c1)C(N(CCN1CCOCC1)C(=S)Nc1ccccc1OC)CC(C)(C)O2 (stereo not drawn)
 : i	i	i	i	i	i	i	i	i	-18.3	i
Cc1cc(C)nc(NC(=O)CSc2nn(-c3ccccc3)c(=S)s2)n1
 : i	i	i	i	i	i	i	i	i	-3.8	i
O=C(COC(=O)c1ccc(Br)cc1)NCc1ccccc1
 : i	i	i	i	i	i	i	i	i	-4.4	i
COc1ccc(NC(=O)COc2coc(CN3CCCc4ccccc43)cc2=O)cc1
 : i	i	i	i	i	i	i	i	i	-6.6	i
Cc1ccc(-c2nc(CS(=O)CC(=O)NC3CC3)c(C)o2)cc1 (stereo not drawn)
 : i	i	i	i	i	i	i	i	i	-11.9	i
O=C(NCCc1nc(-c2ccccc2Cl)no1)c1ccccc1
 : i	i	i	i	i	i	i	i	i	-2.0	i
Cc1cc(SCC(=O)Nc2ccc(O)cc2)n2nc(C)c(-c3ccccc3)c2n1
 : i	i	i	i	i	i	i	i	i	-8.7	i
Cc1ccc(N(C(C)C(=O)Nc2cccc(N(C)S(C)(=O)=O)c2)S(C)(=O)=O)cc1 (stereo not drawn)
 : i	i	i	i	i	i	i	i	i	-6.8	i
CCCn1c(NC(=O)c2ccco2)nc2ccccc21
 : i	i	i	i	i	i	i	i	i	-5.2	i
NNC(=O)Cn1c(-c2ccccc2)cc2ccccc21
 : i	i	i	i	i	i	i	i	i	0.5	i
O=[N+]([O-])c1ccc(Cl)c(CN2CCC(O)CC2)c1
 : i	i	i	i	i	i	i	i	i	-5.6	i
CN(C)c1nc(N(C)C)nc(N(C#N)CCOc2ccccc2)n1
 : i	i	i	i	i	i	i	i	i	-12.3	i
COC(=O)c1ccc(C(=O)OC)c(NC(=O)COC(=O)c2ccc(OC)c(OC)c2OC)c1
 : i	i	i	i	i	i	i	i	i	-8.6	i
Cc1cccc(C)c1N(CC(O)Cn1c2ccccc2c2ccccc21)S(C)(=O)=O (stereo not drawn)
 : i	i	i	i	i	i	i	i	i	-12.7	7.22*
COc1cc(NC(=O)Cn2cnc(S(=O)(=O)N3CCCCC3)c2)cc(OC)c1OC
 : i	i	i	i	i	i	i	i	i	-4.0	i
CN(C)S(=O)(=O)c1ccc(C(=O)Nc2nc(-c3ccccc3)c(C(=O)c3ccccc3)s2)cc1
 : i	i	i	i	i	i	i	i	i	-9.2	i
Cc1ccc(C(=O)NCCNC(=O)c2ccc(F)cc2)cn1
 : i	i	i	i	i	i	i	i	i	-5.0	i
Cn1c(CNC(=O)CNC(=O)c2ccccc2F)cc(=O)n(C)c1=O
 : i	i	i	i	i	i	i	i	i	-9.0	i
CCn1cc(C(=O)OCc2cccc(Br)c2)c(=O)c2ccc(C)nc21
 : i	i	i	i	i	i	i	i	i	-7.4	i
CC(C)(C)C(=O)N1CCN(C(=O)c2ccco2)CC1
 : i	i	i	i	i	i	i	i	i	-8.9	i
O=S(=O)(NC1CC1)c1cccc(S(=O)(=O)N2CCCC2)c1
 : i	i	i	i	i	i	i	i	i	-5.1	i
COc1ccc(NC(=O)[C@@H](NC(N)=O)C(C)C)cc1Cl
 : i	i	i	i	i	i	i	i	i	-22.0	i
CCOC(=O)N1CCN(S(=O)(=O)c2cc(Br)cc3c2N(C(=O)C2CC2)CC3)CC1
 : i	i	i	i	i	i	i	i	i	-8.9	i

The listing continues.
Each structure is followed by: RGS4 pot	TMEM16A act	KCNQ1 block	MrgX1 agonist	TMEM16A inh	KCNK9 block	KCNK3 inh	MrgX1 allo act	KCNQ1 pot	hERG protect	RGS4 block
Cn1c(CCNC(=O)c2ccccc2)nc2cc(NC(=O)C3CCCCC3)ccc21
 : i	i	i	i	i	i	i	i	i	-9.7	i
COc1ccc(S(=O)(=O)N2CCC(C(=O)Nc3ccccc3C)CC2)c2cccnc12
 : i	i	i	i	i	i	i	i	i	-11.7	i
Nn1c(SCC(=O)Nc2cccc(S(N)(=O)=O)c2)nnc1C1CC1
 : i	i	i	i	i	i	i	7.84*	i	-19.5	i
COc1cc(CN2CC(=O)N(c3ccccc3Cl)C2=S)cc(OC)c1OC
 : i	i	i	i	i	i	i	i	i	-5.0	i
